UHRF1 binding: blocks human UHRF1 binding to methylated DNA; UHRF1 binding to methylated oligo, TR-FRET; actives 0.75% (n = 370,000); AID 687016; inhibition, % at 4.4 µM; Q96T88; in the data active = inhibition above about 21%;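 note: UHRF1 SRA domain binding a hemimethylated CpG hairpin DNA probe; 0% = median of test compound wells and 100% = reference inhibitor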
Target sequence (Q96T88 whole entry, looked up, the tested form may be a part): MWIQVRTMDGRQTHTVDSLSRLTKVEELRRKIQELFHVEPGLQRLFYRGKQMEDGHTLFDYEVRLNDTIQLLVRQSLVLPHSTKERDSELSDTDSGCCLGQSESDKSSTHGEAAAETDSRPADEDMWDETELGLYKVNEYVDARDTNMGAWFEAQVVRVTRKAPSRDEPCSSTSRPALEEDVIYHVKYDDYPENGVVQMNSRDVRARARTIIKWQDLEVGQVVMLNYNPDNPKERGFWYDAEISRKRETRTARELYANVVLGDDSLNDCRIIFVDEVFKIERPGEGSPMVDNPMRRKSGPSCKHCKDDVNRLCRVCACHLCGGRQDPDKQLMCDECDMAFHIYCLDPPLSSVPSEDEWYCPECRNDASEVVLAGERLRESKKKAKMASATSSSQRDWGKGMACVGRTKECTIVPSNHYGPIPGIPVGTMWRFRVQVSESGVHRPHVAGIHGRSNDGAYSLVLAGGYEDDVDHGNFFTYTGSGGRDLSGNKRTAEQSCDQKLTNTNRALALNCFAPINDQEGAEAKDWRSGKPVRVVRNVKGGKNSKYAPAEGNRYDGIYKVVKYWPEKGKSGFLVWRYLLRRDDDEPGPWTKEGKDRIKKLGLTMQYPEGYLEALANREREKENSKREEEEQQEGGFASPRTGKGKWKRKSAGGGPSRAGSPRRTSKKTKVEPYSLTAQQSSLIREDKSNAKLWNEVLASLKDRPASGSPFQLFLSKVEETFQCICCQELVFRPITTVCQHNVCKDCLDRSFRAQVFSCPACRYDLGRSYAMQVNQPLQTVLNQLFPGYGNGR
proKLK7 act: activates the human kallikrein-7 zymogen; P49862; purified proKLK7, EDANS-DABCYL substrate fluorescence; 100% is mature enzyme control, 0% vehicle; activation, % at 7 µM; actives 0.9% (n = 370,000); AID 652039;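 active = activation above the mean of all tested compounds plus 3 SD, computed per campaign excluding outliers beyond control limits, cut at about 13% in these data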
Target sequence (P49862 whole entry, looked up): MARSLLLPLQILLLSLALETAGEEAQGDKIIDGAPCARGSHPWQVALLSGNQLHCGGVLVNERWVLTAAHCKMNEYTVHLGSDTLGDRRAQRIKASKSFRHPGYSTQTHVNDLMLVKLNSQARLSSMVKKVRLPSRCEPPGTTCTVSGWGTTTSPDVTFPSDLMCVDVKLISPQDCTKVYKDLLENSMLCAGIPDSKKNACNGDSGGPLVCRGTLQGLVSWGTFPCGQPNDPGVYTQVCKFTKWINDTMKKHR
TCR-CD3 inh: inhibitors of human TCR-CD3 interaction; TAMRA-labeled TCR probe fluorescence, biochemical; inhibition, % at 9.4 µM; actives 0.37% (n = 360,000); AID 651800; in the data active = inhibition above about 19%;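 note: recombinant mutant TCR 2C K166C tagged with TAMRA read by polarization; 0% = receptor in buffer alone and 100% = receptor with positive control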
SIAE primary: blocks human sialic acid acetylesterase | AID 1053197 | Q9HAT2 | actives 0.69% (n = 370,000) | SIAE FP-Rh probe binding, fluorescence polarization | inhibition, % at 9.66 µM;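 active = inhibition above a cutoff: mean of compounds within the control limits plus 3 SD of those, cut at about 17% in these data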;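 note: 0% = plate median of compound wells and 100% = probe without SIAE protein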
DDE Tn7 FP inh: disrupts Tn7 cyclic peptide binding to fibrin D-Dimer-E complex. P02675. FP displacement of FITC-Tn7 peptide from fibrin DD(E); 0% = median of compound wells per plate. inhibition, % at 8.3 µM. actives 0.13% (n = 370,000). AID 720508;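 active = inhibition above the mean of compounds falling within the control limits plus 3 SD of them, cut at about 14% in these data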;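 note: 0% = plate median of compound wells and 100% = 10 µM Aha-Tn7 peptide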
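Also added: labelled Tn7 tracer, 0.1 µM; Assay system: human fibrin DD(E) protein; Amount: 2 µM fibrin DD(E); Schedule: 10 min compound pre-incubation, 3 h probe incubation at room temperature; Repeats: one replicate per compound; Read-out basis: percent inhibition; Measured by: fluorescence polarization of the labelled Tn7 tracer.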
Tn6 DDE FP: disrupts Tn6 cyclic peptide binding to fibrin D-Dimer-E complex; Fibrin DD(E) TRITC-Tn6 fluorescence polarization displacement; actives 0.21% (n = 370,000); P02675; inhibition, % at 8.3 µM; AID 720509;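 active = inhibition above a per-campaign cutoff: mean of compounds within control limits plus 3 SD, cut at about 15% in these data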;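 note: 0% = median of all compound wells on the plate and 100% = blocking peptide control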
LEDGF integ inh: blocks HIV-1 LEDGF/p75-dependent DNA integration; TR-FRET IN-LEDGF/p75 DNA integration, Eu/Cy5; actives 0.64% (n = 370,000); inhibition, % at 3.7 µM;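 active = inhibition above the screen-wide mean plus 3 SD, cut at about 13% in these data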;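 note: signal is the Cy5 over europium emission ratio at 671 and 618 nm; 0% = plate median of compound wells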
TDP2 absorb: TDP2 (human) inhibition, absorbance primary screen. recombinant TDP2, T5PNP hydrolysis, p-nitrophenol absorbance 415 nm. O95551. actives 0.34% (n = 370,000). AID 720702. inhibition, % at 12.8 µM;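 active = inhibition above the mean of all tested compounds plus 3 SD, set per campaign, cut at about 25% in these data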;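 note: 0% = DMSO with enzyme and 100% = buffer with substrate but no TDP2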
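Material: recombinant human TDP2; quantity: TDP2 enzyme at 120 nM final; medium: Tris-HCl pH 7.5 with MgCl2; compound: single concentration, 12.8 µM nominal, with 1% DMSO; incubation: 2 h enzyme incubation at 37 °C; signal: epi absorbance; measure: percent inhibition; benchmarks: high control without enzyme, low control DMSO plus TDP2; repeats: singlicate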
MBD2 DNA inh: blocks human MBD2 binding to methylated DNA; Q9UBB5; TR-FRET, MBD2 binding to methylated oligonucleotide; AID 686964; inhibition, % at 4.4 µM; actives 0.31% (n = 370,000); in the data active = inhibition above about 13%
PRMT1 inh: inhibitors of human PRMT1; recombinant PRMT1, activity-based probe fluorescence polarization; inhibition, % at 2.79 µM; actives 1.3% (n = 370,000); AID 652257;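 active = inhibition above about 21% made by adding two undisclosed values, limit read from the data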
* hit, by the source's call; x = not tested or not shown.

SMILES	UHRF1 binding	proKLK7 act	TCR-CD3 inh	SIAE primary	DDE Tn7 FP inh	Tn6 DDE FP	LEDGF integ inh	TDP2 absorb	MBD2 DNA inh	PRMT1 inh
CC(C(=O)OCC(=O)c1ccccc1)N1C(=O)c2ccccc2C1=O (configuration not stated)	6.1	0.0	5.8	1.1	8.7	-2.8	-1.6	1.4	1.2	-3.8
CCN1CCN(c2oc(COc3ccc(Cl)cc3)nc2C#N)CC1	5.6	0.0	2.4	7.8	-0.2	0.5	-1.1	5.5	-0.8	-1.4
CCCn1nc(C(=O)NNC(=O)c2cccc(C)c2)c2ccccc2c1=O	-0.9	-0.3	15.5	0.9	4.3	0.2	-2.3	2.0	1.0	-1.7
CC(C)C(=O)Nc1ccc(-c2csc(-c3ccccc3)n2)cc1	-2.1	-0.6	9.3	-8.4	4.3	9.8	-3.0	-4.0	4.6	1.9
Cc1ccc(S(=O)(=O)N/N=C/c2ccccc2O)cc1[N+](=O)[O-]	1.5	-1.3	-4.0	4.1	0.7	-3.2	-4.0	-2.8	1.5	7.8
Cc1cc(=O)[nH]c(SCC(=O)OCc2ccccc2)c1C#N	0.2	0.3	2.0	2.1	-13.0	-7.6	5.9	-6.1	2.2	5.6
Cc1ccc(C)c(NC(=O)CN(C)C(=O)c2cccc(Oc3ccccc3)c2)c1	-0.1	0.0	0.8	-12.5	5.7	6.3	0.6	-5.3	-2.4	1.0
COc1ccc(/C=N/NC(=O)Cn2nc(C)c([N+](=O)[O-])c2C)cc1	1.5	-0.2	1.9	2.9	7.2	-5.2	-1.9	0.6	-2.1	2.0
CC(C)(C)OC(=O)NNc1c2ccccc2nc2ccccc12	-5.5	8.8	-1.3	4.9	-0.1	-1.4	2.9	8.2	-3.3	1.0
Cc1nc2ccccc2c(=O)n1/N=C/c1ccco1	13.7	0.0	-5.5	1.2	-4.0	-14.5	-5.6	1.9	9.7	0.3
NS(=O)(=O)c1ccc(NC(=O)c2cccc(Cl)c2)cc1	-2.8	-0.2	0.8	-3.1	-0.2	11.4	2.9	-2.0	-4.2	-0.8
CCn1cc(CN2CCc3c([nH]c4ccccc34)C2c2cccc(OC)c2OC)c(C)n1 (configuration not stated)	5.0	3.3	2.6	-7.8	-5.6	-0.4	1.2	-17.3	3.9	-0.4
Cc1cc(O)ccc1-c1cccc2nccn12	-0.6	1.4	1.9	-1.5	-5.1	-1.2	3.7	-12.6	1.0	-5.2
Cc1cccc(-n2c(SCC(N)=O)nnc2-c2ccccn2)c1C	2.9	-0.6	3.2	-0.7	-1.8	1.6	-2.1	-6.5	-6.6	-1.3
COc1cccc(N(Cc2nnc3n2CCCCC3)C(=O)Nc2ccccc2F)c1	-0.1	0.2	1.6	6.3	-5.7	14.2	-6.0	6.2	-0.5	0.3
CC(OC(=O)CN1C(=O)c2ccccc2C1=O)C(=O)NC1(C#N)CCCCC1 (configuration not stated)	2.9	-0.6	-7.0	-2.5	1.7	-2.2	0.9	-6.0	-3.1	4.4
CNC(=O)c1cc2cccc(OC)c2oc1=O	-3.2	-1.9	-1.7	6.0	2.8	-2.4	1.2	9.1	-3.0	-0.1
O=C(CSc1ncnc2sc3c(c12)CCCC3)Nc1ccc(Oc2ccccc2)cc1	1.4	-0.1	x	1.8	-5.6	5.5	7.5	-9.1	-2.0	-6.4
Cc1cc(N2C(=O)C3C4C=CC(C4)C3C2=O)no1 (configuration not stated)	4.9	0.3	8.1	1.9	0.5	2.6	1.7	7.9	3.6	-2.3
CC1(C)C(=O)OC(c2cccn2-c2cccc([N+](=O)[O-])c2)C2(CCCCC2)C1=O (configuration not stated)	-1.5	-0.3	4.2	-0.6	7.3	4.4	-2.7	12.1	1.3	1.0
CCCCN1C(=N)N([C@@H](CCC)CN2CCC[C@H]2CN2C(N)=NC[C@H]2CC(C)C)C[C@H]1Cc1ccccc1	-2.1	0.3	1.4	3.5	-11.8	-1.9	-7.6	0.9	-3.7	-2.9
Cc1cc(N2CCCCC2)nc(SCC(=O)c2ccccc2)n1	0.0	0.3	-4.0	0.0	0.8	-1.1	-4.4	6.8	1.3	2.6
CC(C)CCC(CCNCc1ccccn1)c1ccc(Cl)cc1 (configuration not stated)	2.3	-0.4	2.6	1.8	-6.1	-1.7	15.3*	-1.5	0.6	0.2
COc1cccc(-n2c(SCc3c(C)noc3C)nnc2-c2cccc(S(=O)(=O)N(C)C)c2)c1	0.3	0.3	5.0	-0.8	6.2	3.0	-3.4	5.7	-5.7	-1.1
Cc1cccc([C@H]2[C@@H]3C=CCC[C@@H]3C(=O)N2Cc2ccccc2)c1	-0.1	-0.2	11.8	0.9	-1.6	0.5	1.6	-1.7	-2.9	1.7
O=C(Nc1ccn(CCCNCc2ccc3[nH]ccc3c2)c(=O)n1)OCc1ccccc1	-0.1	0.2	-3.4	4.9	-10.1	-5.0	-1.7	3.3	-2.9	-3.7
COC(=O)c1ccc(N2CCN(CC(=O)c3ccc(C)cc3)CC2)c([N+](=O)[O-])c1	-5.4	0.7	1.2	5.9	1.8	0.3	-0.8	-2.2	-4.4	-2.7
O=C(CCOc1ccccc1)Nc1ccnn1C1CCN(CCc2ccccc2)CC1	-6.2	-0.4	3.7	2.5	6.1	1.6	-3.3	-5.6	-2.7	-4.9
NC(=O)NC(=O)C(c1ccccc1)N1CCN(S(=O)(=O)c2ccc(Br)s2)CC1 (configuration not stated)	2.4	0.8	8.8	-2.0	4.2	-0.3	-2.6	-3.7	-3.4	-1.6
CCCC(=O)C1CCN(Cc2ccccc2)CC1	3.1	0.0	1.7	1.1	6.6	-6.1	-4.1	-9.6	-0.3	2.1
CCOc1ccc(N2CC(NC(=O)c3cccc4ccccc34)CC2=O)cc1 (configuration not stated)	-0.8	0.7	3.7	-2.8	-0.3	11.0	4.5	-5.3	-6.6	-4.6
O=C(CC(CC(=O)c1ccccc1)c1ccccc1)c1ccccc1	-2.4	0.1	-7.2	1.2	-3.9	0.3	-2.7	7.6	2.1	0.8
Oc1cccc(/C=N/c2c(-c3ccco3)nc3ccccn23)c1	-0.8	-6.4	8.7	25.6*	4.2	1.1	8.5	7.3	-3.3	16.1
CCOc1ccc(N2C(=O)/C(=C/c3cccs3)N(C)C2=S)cc1	2.3	-0.4	-2.0	-6.5	-5.4	-0.2	-1.2	5.2	1.6	-0.8
CCOC(=O)C1=CCN(S(=O)(=O)c2ccc(Br)cc2)C1c1cccc(Br)c1 (configuration not stated)	-0.3	0.0	-4.9	4.2	8.1	-1.8	-2.0	1.4	-2.7	0.2
Cc1nc2c3ccccc3nc(SCC(=O)c3ccc(Cl)cc3)n2n1	1.5	0.0	3.8	-5.1	-5.4	-1.0	4.4	1.6	-2.0	-0.5
C[C@@H]1CN([C@@H](C)CO)C(=O)CCCn2nncc2CO[C@H]1CN(C)C(=O)Nc1ccccc1C(F)(F)F	1.2	-0.2	4.1	-4.7	-0.8	-4.0	-6.5	2.8	0.6	-1.8
CCOc1cc(OCC)cc(C(=O)N2CCC[C@@H]2C(=O)N2CCC[C@@H]2C(=O)NCc2ccccc2Cl)c1	-2.3	0.9	0.4	-0.9	0.1	0.8	-2.2	9.9	1.5	1.3
CCCNC(=O)C1(C)CCCN(C(=O)c2cc(C(C)(C)C)nn2C)C1 (configuration not stated)	-0.8	-0.5	1.4	-4.1	7.0	2.8	-1.6	2.4	-0.3	-3.1
CC(C)C(NC(=O)/C=C/c1cccc([N+](=O)[O-])c1)C(C)C	2.7	-0.3	0.3	3.8	-3.5	0.2	-2.3	-0.8	2.6	0.8
CN(C)C(=O)c1cccc(-c2cnc3cccnn23)c1	-0.3	45.1*	1.5	3.6	-0.2	-1.0	-1.2	-5.4	-5.0	-0.6
CCOC(=O)c1cccc(NC(=O)CN2CCN(c3ccc(OC)cc3)CC2)c1	1.6	-0.5	1.9	-1.4	3.1	3.5	-2.4	-8.5	5.9	5.6
Cc1ccccc1NC(=S)NC(NC(=O)c1ccco1)C(Cl)(Cl)Cl (configuration not stated)	0.5	-0.4	0.1	-10.6	-0.8	-6.6	0.1	0.4	1.9	0.6
O=C(CC1C(=O)NCCN1Cc1c(F)cccc1Cl)NCc1ccccc1 (configuration not stated)	-2.6	-0.3	-3.8	4.5	3.4	-6.1	3.0	8.7	-5.8	-0.2
O=C(NCc1cccs1)C1CC(=O)N(Cc2ccccc2)C1 (configuration not stated)	6.9	0.2	8.1	3.2	-4.9	-8.0	-4.7	0.3	-0.5	9.8
Cc1ccc(CSCc2ccc(C(=O)NCCCN3CCOCC3)o2)cc1	-2.6	0.0	9.5	0.6	-8.8	-2.3	0.7	13.0	-8.1	-0.5
Cc1ccc(NC(=O)c2ccccc2N2C(=O)C3C4C=CC(C5CC45)C3C2=O)cc1C (configuration not stated)	-3.6	-0.1	-4.3	-11.4	4.9	-1.0	3.8	14.9	3.4	3.9
O=C(Nc1ccc(Cl)c(Cl)c1)Nc1nc(-c2ccccc2)cs1	-3.0	-0.2	1.3	-8.2	-4.9	-5.4	2.0	15.0	1.7	-0.7
COc1cc(NC(=O)c2cccs2)cc(OC)c1	1.1	-0.3	-3.1	3.2	1.5	3.5	-3.3	-11.6	-3.3	-1.1
CC(C)(C)C(=O)CSc1ncccn1	-0.6	-0.2	9.3	-2.1	-6.6	3.3	1.9	10.9	1.2	1.1
CCNC(=O)c1ccc2c(c1)C1C3CCC(C3)C1C(c1ccccc1)N2 (configuration not stated)	3.0	0.0	-1.3	6.3	-4.7	4.5	4.9	0.9	2.7	1.6
Cc1ccc2[nH]cc(C(=O)CCl)c2c1	3.8	-0.2	-12.1	-5.9	-0.5	4.5	-2.6	-3.7	6.6	3.0
CC(=O)N1CCN(c2ccccc2NC(=O)Cc2ccc(Cl)cc2)CC1	2.9	-0.6	3.7	-1.0	11.5	6.7	0.2	-8.2	-1.0	-4.1

Some of these compounds in order of number of heavy atoms, ascending:
SMILES	UHRF1 binding	proKLK7 act	TCR-CD3 inh	SIAE primary	DDE Tn7 FP inh	Tn6 DDE FP	LEDGF integ inh	TDP2 absorb	MBD2 DNA inh	PRMT1 inh
CC(C)(C)C(=O)CSc1ncccn1	-0.6	-0.2	9.3	-2.1	-6.6	3.3	1.9	10.9	1.2	1.1
CCN1CCN(c2oc(COc3ccc(Cl)cc3)nc2C#N)CC1	5.6	0.0	2.4	7.8	-0.2	0.5	-1.1	5.5	-0.8	-1.4
COC(=O)c1ccc(N2CCN(CC(=O)c3ccc(C)cc3)CC2)c([N+](=O)[O-])c1	-5.4	0.7	1.2	5.9	1.8	0.3	-0.8	-2.2	-4.4	-2.7
O=C(CSc1ncnc2sc3c(c12)CCCC3)Nc1ccc(Oc2ccccc2)cc1	1.4	-0.1	x	1.8	-5.6	5.5	7.5	-9.1	-2.0	-6.4

Compound activity (PubChem)
